Source: PubChem BioAssay
Bim-Bfl-1: inhibitors of Bim-Bfl-1 interaction, human | Q16548 | 190,000 compounds, 0.12% hits | Bead-based flow cytometry, Bim-Bfl-1 binding inhibition | inhibition, % at 10 µM;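 note: 0% = wells without compound plus tracer and 100% = blocker peptide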
Rab2A wt mod: changes GTP binding to wildtype dog Rab2A, up or down; GST-Rab2 wt beads, Bodipy-GTP binding, flow cytometry; AID 760; GTP binding activity, % at 10 µM; 190,000 compounds, 0.19% hits; P61105;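 active = GTP binding activity at least 20 points away from 100%, either lowered or raised; inconclusive = signal likely due to the compound's own green fluorescence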;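 note: 0% = beads with excess unlabeled GTP and 100% = no-compound control corrected for plate trend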
Bcl-B Bim block: disrupts Bim peptide binding to human Bcl-B | Q9HD36 | bead-based flow cytometry | inhibition, % at 10 µM | 190,000 compounds, 0.073% hits | AID 951;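 note: 0% = tracer peptide without compound and 100% = reference inhibitor peptide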
Rac1 wt modul: human Rac1 wildtype GTP binding, inhibitors and activators | GST-Rac1 beads, fluorescent GTP binding, flow cytometry; actives lie on both sides; 0 = cold GTP competed, 100 = untreated | P63000 | 190,000 compounds, 0.27% hits | GTP binding activity (% of control), % at 10 µM;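 active = GTP binding activity at least 20 points away from the 100% control level, either lower or higher; inconclusive = compound flagged as likely green fluorescent, judged across all proteins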
Bim-Bcl-XL: human Bim-Bcl-XL interaction inhibition; 190,000 compounds, 0.04% hits; Bim peptide-Bcl-XL binding, bead flow cytometry, fluorescence; inhibition, % at 10 µM; Q07817
Target sequence (Q07817 whole entry, looked up): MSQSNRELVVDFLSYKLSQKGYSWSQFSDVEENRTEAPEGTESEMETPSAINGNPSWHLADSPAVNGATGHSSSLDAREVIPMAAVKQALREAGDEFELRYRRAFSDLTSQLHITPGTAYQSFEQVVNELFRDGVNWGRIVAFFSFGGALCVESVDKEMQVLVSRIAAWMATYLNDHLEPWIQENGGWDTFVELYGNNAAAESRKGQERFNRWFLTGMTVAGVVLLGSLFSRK
Bcl-2 Bim block: human Bim-Bcl-2 interaction inhibition; P10415; Bead-based flow cytometry, Bim peptide-Bcl-2 binding; inhibition, % at 10 µM; 190,000 compounds, 0.06% hits; in the data active = inhibition above about 40%; inconclusive = no clear call, values can overlap the other calls;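 note: 0% = no compound wells with probe peptide and 100% = reference peptide inhibitor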
Target sequence (P10415 whole entry, looked up): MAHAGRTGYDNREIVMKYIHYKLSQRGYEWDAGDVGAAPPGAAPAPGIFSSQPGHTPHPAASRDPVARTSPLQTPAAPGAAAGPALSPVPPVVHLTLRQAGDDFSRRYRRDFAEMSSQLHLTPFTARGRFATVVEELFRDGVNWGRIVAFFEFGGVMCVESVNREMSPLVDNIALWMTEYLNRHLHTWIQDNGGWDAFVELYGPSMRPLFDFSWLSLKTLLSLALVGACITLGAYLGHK
Rac1 mut GTP: modulators of GTP binding to human Rac1 activated mutant | P63000 | GST-Rac1 activated beads, fluorescent GTP binding, flow cytometry; actives lie on both sides; 100% means binding = to untreated wells | percent activity (GTP binding), % at 10 µM | 190,000 compounds, 0.11% hits;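 active = GTP binding at least 20 percentage points away from the 100% baseline, in either direction, so actives lie on both sides; inconclusive = Compound likely fluorescent itself, or too few beads counted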
Bcl-W Bim block: disrupts Bim peptide binding to human Bcl-W | AID 952 | bead-based flow cytometry | inhibition, % at 10 µM | 190,000 compounds, 0.02% hits | Q92843;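 note: 0% = bound tracer without compound and 100% = peptide blocker; higher means less fluorescent Bim peptide bound to Bcl-W beads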
Target sequence (Q92843 whole entry, looked up): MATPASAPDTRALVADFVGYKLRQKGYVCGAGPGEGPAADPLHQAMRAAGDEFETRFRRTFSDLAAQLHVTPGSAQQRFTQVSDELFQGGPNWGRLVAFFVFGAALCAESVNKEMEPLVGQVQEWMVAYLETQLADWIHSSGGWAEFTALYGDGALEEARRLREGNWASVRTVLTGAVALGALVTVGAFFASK
Rab7 wt GTP bind: alters GTP binding to wildtype dog Rab7. GTP binding activity (percent of control), % at 10 µM. GST-Rab7 beads, fluorescent GTP binding, flow cytometry; actives lie on both sides; untreated = 100%, excess cold GTP = 0%. 190,000 compounds, 0.055% hits;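 active = fluorescent GTP binding to Rab7 beads changed by at least 20 points from the 100% baseline, either direction, mostly lower; inconclusive = compound itself probably fluorescent, or too few beads counted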;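 note: median green fluorescence of bound Bodipy-FL-GTP per Rab7 bead population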
Cdc42 wt: human Cdc42 wildtype GTP binding change, either direction; P60953; GST-Cdc42 beads, Bodipy-GTP binding, flow cytometry; actives lie on both sides; percent activity (GTP binding), % at 10 µM; 190,000 compounds, 0.2% hits;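 active = percent activity GTP binding at least 20 points away from the 100% baseline, either down as inhibitor or up as activator; inconclusive = compound flagged as likely green fluorescent from well-wide comparison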;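 note: median bead fluorescence of bound Bodipy-FL-GTP at 100 nM; 0% = excess unlabeled GTP control and 100% = no compound control; below 100% means less GTP binding so inhibitor and above means activator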
Target sequence (P60953 whole entry, looked up): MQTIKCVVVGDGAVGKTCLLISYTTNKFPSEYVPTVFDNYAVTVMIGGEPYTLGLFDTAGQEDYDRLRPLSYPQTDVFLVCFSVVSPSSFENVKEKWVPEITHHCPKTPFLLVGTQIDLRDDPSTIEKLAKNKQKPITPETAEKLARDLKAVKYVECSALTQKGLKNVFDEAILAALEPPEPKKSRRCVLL
HRas wt GTP: modulators of GTP binding to human HRas wildtype | P01112 | GST-Ras wt beads, Bodipy-FL-GTP binding, flow cytometry; actives lie on both sides | GTP binding activity, % at 10 µM | 190,000 compounds, 0.14% hits | AID 759;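 active = GTP binding activity at least 20% away from the 100% baseline, either lowered as inhibitor or raised as activator; inconclusive = flagged as likely green fluorescent, judged across all proteins in the well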;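 note: 0% = unlabeled GTP competition control and 100% = no-compound control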
* = called active by the depositor; ? = inconclusive. Cut-off read from the data, not from the text of the source, unless noted: active = inhibition above about 40%.

SMILES	Bim-Bfl-1	Rab2A wt mod	Bcl-B Bim block	Rac1 wt modul	Bim-Bcl-XL	Bcl-2 Bim block	Rac1 mut GTP	Bcl-W Bim block	Rab7 wt GTP bind	Cdc42 wt	HRas wt GTP
Cc1ccc(NC(=O)CCCN2C(=S)NC(C)(C)CC2C)cc1 (stereo not given)	-3	97	-11	101	-2	-6	98	-3	90	98	96
O=C(CSc1nnc(SCc2ccc(Cl)cc2)s1)N/N=C/c1c(Cl)cccc1Cl	6	93	0	97	4	5	94	4	93	95	94
O=C(NCCCCc1ccccc1)C12CN(Cc3ccccc3)CC1C(c1cccc([N+](=O)[O-])c1)=NO2 (stereo not given)	-1	96	-2	95	-34	-7	93	-3	95	96	96
COc1cc(OC)cc(C(=O)NC(=S)Nc2cccnc2)c1	-4	97	-6	98	-3	-1	97	-4	101	97	99
CC1=C(C(=O)OC(C)C)C(c2c[nH]c3ccccc23)n2ncnc2N1 (stereo not given)	-9	102	-9	101	-1	-12	96	0	102	101	103
O=S(=O)(Nc1cc(Sc2cccc3cccnc23)c(O)c2ccccc12)c1ccc(F)cc1	18	96	-5	99	3	5	95	11	100	98	100
O=C(Cc1ccccc1)N/N=C/c1cc(Br)cc(Cl)c1O	5	87	2	86	0	2	80	-1	94	83	88
Cc1ccc(-n2nc(CC#N)c(C#N)c2N)cc1	-4	88	-2	93	0	-4	94	0	93	96	91
Cc1ccsc1/C=C1\SC(N2CCOCC2)=NC1=O	1	99	4	101	0	-1	97	3	99	100	100
COc1ccc2c(Cl)c(C(=O)NN3CCN(C)CC3)sc2c1	-4	102	-1	97	-1	0	97	0	106	98	99
COc1ccc(/C=C(\C#N)C(=O)OCC(=O)Nc2ccc(-c3nc4ccc(C)cc4s3)cc2)cc1	0	?	-5	?	-1	2	?	0	?	?	?
C#CCOC(=O)/C(=C/c1ccc(F)cc1)NC(C)=O	7	96	5	101	3	6	99	2	95	99	99
CCS(=O)(=O)CCSc1nc(C)cc(C)c1C#N	-1	105	-4	102	-4	-2	100	0	103	102	103
CCNC(=O)Oc1ccc(-c2csnn2)cc1	-5	94	0	101	-1	-5	93	0	96	95	96
Clc1cccc(Cl)c1/C=C/c1nc2ccccc2[nH]1	-18	99	-12	109	-5	-11	99	-3	102	104	102
CCCCCCn1c(SCC(=O)c2c(N)n(C)c(=O)n(C)c2=O)nc2ccccc21	-8	102	-13	105	-1	-12	102	-6	102	106	104
C=CCN(CC=C)CCOc1ccccc1	1	101	-2	108	-4	0	101	-1	98	105	101
C[C@H](NC(=O)Cc1cccc2ccccc12)C(=O)N1CCCN(C)CC1	0	95	-1	102	2	1	96	1	98	99	97
CC(C)SCCCOc1ccc(C(C)(C)C)cc1	-14	102	-4	107	-2	-10	98	2	104	102	103
O=C(COC(=O)c1ccc(S(=O)(=O)N2CCCC2)cc1)NCc1ccccc1	-3	?	-2	?	0	-3	?	2	?	?	?
O=C(C1CCN(S(=O)(=O)c2cccc3nsnc23)CC1)N1CCN(c2ccccc2F)CC1	0	103	-2	103	-1	-3	99	-1	95	101	103
c1ccc(NCc2nnc3n2CCCCC3)cc1	-4	98	-3	108	-3	-12	95	-7	101	100	98
Cc1onc(-c2c(Cl)cccc2Cl)c1C(=O)Nc1ccc2c(c1)OCO2	2	84	0	82	0	2	93	2	96	86	84
O=C(Nc1nnc(-c2ccc3c(c2)OCCO3)o1)c1ccc(Cc2ccccc2)cc1	-11	81	-7	92	-5	-4	79*	-4	86	80	85
CC1(C(=O)Oc2ccccc2)Cc2ccccc2C(=O)O1 (stereo not given)	-4	96	0	100	0	0	95	2	95	99	97
CCOC(=O)[C@H](CCc1ccccc1)N[C@@H](C)C(=O)N1CCC[C@H]1C(=O)O	-1	102	-4	103	-1	2	100	-2	100	105	103
O=C1CCCC(O)=C1C1C2=C(CCCC2=O)Oc2ccccc21 (stereo not given)	-23	97	-12	105	-11	-14	98	-6	92	98	95
CC(C)C(NC(=O)c1c(F)cccc1F)C(=O)NCC(c1ccccc1)N(C)C (stereo not given)	-3	100	-2	100	2	1	98	0	104	103	100
CCCCN(c1ccccc1)S(=O)(=O)N(C)C	2	94	0	96	0	0	93	-2	101	89	95
O=C(CSc1nnc(-c2ccccn2)n1Cc1ccco1)Nc1ccc2c(c1)OCO2	0	100	-3	103	-3	-3	99	-2	103	100	101
CNC(=O)/C=C1\NC(C)(C)Cc2ccccc21	-20	100	-9	103	-5	-12	100	-1	98	101	99
CC(C)c1nnc(NC(=O)C2CCN(c3nc4ccccc4s3)CC2)s1	-18	98	-4	99	-2	-10	96	-1	99	96	98
Cc1cc(=O)n(CC(=O)Nc2cc(Cl)ccc2C)c(C(C)C)n1	-1	95	-2	101	1	0	97	0	96	102	99
CC(=O)Nc1c(O)n(C)c2ccccc12	-6	104	-3	106	-8	-5	98	-6	100	104	100
CC(=O)N1CCN(C2=NC(=O)C(=C3CCCCC3)S2)CC1	3	99	4	103	2	5	97	2	100	100	100
CN1CCN(c2oc(-c3ccco3)nc2S(=O)(=O)c2ccccc2)CC1	-14	101	-7	109	-6	-9	99	-2	102	104	101
CC1Cc2ccccc2N1CC(=O)Nc1ccc(Cl)c(S(=O)(=O)N(C)C)c1 (stereo not given)	2	97	0	95	-2	0	94	3	98	94	99
CCc1ccccc1NC(=O)C1NC(=O)CC1c1ccccc1 (stereo not given)	-11	99	-7	102	0	-4	99	0	99	100	100
CCOc1ccc(C(O)c2nccn2Cc2ccccc2)cc1 (stereo not given)	0	104	1	105	1	-2	100	1	104	107	105
CCOC(=O)N1CCN(C(=O)c2cc(S(=O)(=O)N3CCCC3)cn2C)CC1	-6	102	-3	111	-4	-3	102	-2	101	107	101

Three entries from above, as comma-separated lines.
mol,Bim-Bfl-1,Rab2A wt mod,Bcl-B Bim block,Rac1 wt modul,Bim-Bcl-XL,Bcl-2 Bim block,Rac1 mut GTP,Bcl-W Bim block,Rab7 wt GTP bind,Cdc42 wt,HRas wt GTP
Cc1onc(-c2c(Cl)cccc2Cl)c1C(=O)Nc1ccc2c(c1)OCO2,2,84,0,82,0,2,93,2,96,86,84
CN1CCN(c2oc(-c3ccco3)nc2S(=O)(=O)c2ccccc2)CC1,-14,101,-7,109,-6,-9,99,-2,102,104,101
CC(=O)Nc1c(O)n(C)c2ccccc12,-6,104,-3,106,-8,-5,98,-6,100,104,100

Later entries
SMILES	Bim-Bfl-1	Rab2A wt mod	Bcl-B Bim block	Rac1 wt modul	Bim-Bcl-XL	Bcl-2 Bim block	Rac1 mut GTP	Bcl-W Bim block	Rab7 wt GTP bind	Cdc42 wt	HRas wt GTP
Cc1ccc2c(c1)C1CN(C)CCC1N2C(=O)c1ccccc1NS(=O)(=O)c1ccc(F)cc1 (stereo not given)	-9	97	-8	102	-6	-6	98	-4	97	103	99
CC(C)CN(CC(C)C)C(=O)C12CCC(C)(C(=O)C1)C2(C)C (stereo not given)	-11	103	-12	108	-5	-12	99	0	109	106	104
CC(C)(C)C(=O)NC1CCN(S(=O)(=O)c2ccccc2F)CC1	-8	96	-9	95	-4	-10	95	-1	96	98	98
Cc1cc(C(=O)CN(Cc2ccc(F)cc2)S(=O)(=O)c2ccc3c(c2)OCCO3)c(C)n1C	-11	95	-9	101	-7	-12	96	3	93	98	96
COc1ccc(NC(=O)C2CCN(C(=O)NCc3ccccc3)CC2)cc1	-2	101	-2	102	-2	-3	100	0	103	101	102
O=C(C[N+]1(CC#Cc2ccccc2)CCCCC1)c1ccccc1	3	100	2	99	-3	3	99	-2	103	99	99
CC(C)COC(=O)/C(C#N)=C/c1cn(Cc2ccccc2)c2ccccc12	-1	95	-3	99	-2	0	98	-2	101	93	99
CC1=C/C(=N\N=C2\NC(=O)C(CC(=O)Nc3ccccc3F)S2)CC(C)(C)C1 (stereo not given)	-4	98	-1	98	-5	-5	91	-3	102	95	97

Ordered by length of the SMILES (highest first): part of the list above.
SMILES	Bim-Bfl-1	Rab2A wt mod	Bcl-B Bim block	Rac1 wt modul	Bim-Bcl-XL	Bcl-2 Bim block	Rac1 mut GTP	Bcl-W Bim block	Rab7 wt GTP bind	Cdc42 wt	HRas wt GTP
Cc1cc(C(=O)CN(Cc2ccc(F)cc2)S(=O)(=O)c2ccc3c(c2)OCCO3)c(C)n1C	-11	95	-9	101	-7	-12	96	3	93	98	96
Cc1ccc2c(c1)C1CN(C)CCC1N2C(=O)c1ccccc1NS(=O)(=O)c1ccc(F)cc1 (stereo not given)	-9	97	-8	102	-6	-6	98	-4	97	103	99
CC1=C/C(=N\N=C2\NC(=O)C(CC(=O)Nc3ccccc3F)S2)CC(C)(C)C1 (stereo not given)	-4	98	-1	98	-5	-5	91	-3	102	95	97
O=C(CSc1nnc(-c2ccccn2)n1Cc1ccco1)Nc1ccc2c(c1)OCO2	0	100	-3	103	-3	-3	99	-2	103	100	101
CC(C)COC(=O)/C(C#N)=C/c1cn(Cc2ccccc2)c2ccccc12	-1	95	-3	99	-2	0	98	-2	101	93	99
CN1CCN(c2oc(-c3ccco3)nc2S(=O)(=O)c2ccccc2)CC1	-14	101	-7	109	-6	-9	99	-2	102	104	101
CC(C)CN(CC(C)C)C(=O)C12CCC(C)(C(=O)C1)C2(C)C (stereo not given)	-11	103	-12	108	-5	-12	99	0	109	106	104
COc1ccc(NC(=O)C2CCN(C(=O)NCc3ccccc3)CC2)cc1	-2	101	-2	102	-2	-3	100	0	103	101	102
Cc1cc(=O)n(CC(=O)Nc2cc(Cl)ccc2C)c(C(C)C)n1	-1	95	-2	101	1	0	97	0	96	102	99
O=C(C[N+]1(CC#Cc2ccccc2)CCCCC1)c1ccccc1	3	100	2	99	-3	3	99	-2	103	99	99
CCc1ccccc1NC(=O)C1NC(=O)CC1c1ccccc1 (stereo not given)	-11	99	-7	102	0	-4	99	0	99	100	100
CCOc1ccc(C(O)c2nccn2Cc2ccccc2)cc1 (stereo not given)	0	104	1	105	1	-2	100	1	104	107	105
CNC(=O)/C=C1\NC(C)(C)Cc2ccccc21	-20	100	-9	103	-5	-12	100	-1	98	101	99
CC(=O)Nc1c(O)n(C)c2ccccc12	-6	104	-3	106	-8	-5	98	-6	100	104	100
